Bioassay records from PubChem.
OX1R antagonist = OX1R (HCRTR1) antagonists, primary screen, fluorescence, CHO/OX1R cells, Fluo-8 calcium, orexin A | Orexin/Hypocretin receptor type 1 (Homo sapiens), O43613 | Fluo-8 calcium fluorescence | inhibition, % at 5 µM | 330,000 tested, 0.43% active;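 active = inhibition above its plate's threshold, mean inhibition of all tested compounds on the plate plus 3 SD, cut at about 37% in these data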;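 also: 0% = orexin A challenge wells and 100% = SB-334867-A antagonist wells; not every result past the cut was called active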
Target sequence (O43613 whole entry, looked up): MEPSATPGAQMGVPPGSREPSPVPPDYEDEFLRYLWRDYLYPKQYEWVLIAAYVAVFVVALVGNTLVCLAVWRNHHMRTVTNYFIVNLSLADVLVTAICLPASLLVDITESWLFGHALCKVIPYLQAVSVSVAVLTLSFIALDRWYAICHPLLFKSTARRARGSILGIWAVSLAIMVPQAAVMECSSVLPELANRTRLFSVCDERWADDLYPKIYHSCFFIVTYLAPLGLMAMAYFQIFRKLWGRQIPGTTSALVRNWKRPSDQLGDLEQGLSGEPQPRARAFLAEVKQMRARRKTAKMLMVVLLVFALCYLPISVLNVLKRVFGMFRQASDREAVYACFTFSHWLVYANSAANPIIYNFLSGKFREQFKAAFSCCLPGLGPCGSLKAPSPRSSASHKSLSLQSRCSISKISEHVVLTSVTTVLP
CHT PAM = CHT positive allosteric modulators, primary screen, cell-based, membrane potential dye, choline EC20; 310,000 tested, 0.49% active; High affinity choline transporter 1 (Homo sapiens), Q9GZV3; CHT-expressing cells; active compounds read high; LV-AA mutant CHT in HEK293 cells; B-score at 10 µM;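 active = initial fluorescence not abnormally high and integrated response B-score, plate-corrected, over 3 SD above library mean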
Target sequence (Q9GZV3 whole entry, looked up): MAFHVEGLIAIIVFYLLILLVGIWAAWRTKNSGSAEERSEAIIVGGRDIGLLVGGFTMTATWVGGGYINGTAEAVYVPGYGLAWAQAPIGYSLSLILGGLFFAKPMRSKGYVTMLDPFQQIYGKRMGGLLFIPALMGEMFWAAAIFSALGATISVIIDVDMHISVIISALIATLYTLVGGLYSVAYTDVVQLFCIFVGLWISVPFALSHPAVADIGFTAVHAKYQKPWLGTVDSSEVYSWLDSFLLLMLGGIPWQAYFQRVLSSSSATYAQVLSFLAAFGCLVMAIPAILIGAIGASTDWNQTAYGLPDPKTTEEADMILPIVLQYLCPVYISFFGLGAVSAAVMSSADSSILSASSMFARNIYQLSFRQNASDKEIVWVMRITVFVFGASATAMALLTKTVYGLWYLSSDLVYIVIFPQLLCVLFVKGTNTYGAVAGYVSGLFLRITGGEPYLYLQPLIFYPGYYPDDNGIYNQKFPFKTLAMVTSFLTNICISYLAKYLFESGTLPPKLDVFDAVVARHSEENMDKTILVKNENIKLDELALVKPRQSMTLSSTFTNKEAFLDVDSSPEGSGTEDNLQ
The depositor's hits bear a star; i = inactive; x = not tested or not shown.

Screens in order: CHT PAM, OX1R antagonist
- Cc1cc(C)cc(N(CC(=O)NCc2cccnc2)S(C)(=O)=O)c1
    i, 0
- CCN1CCN(c2oc(-c3ccco3)nc2C#N)CC1
    i, -3
- CCOc1ccc(/C=N/NC(=S)NC2CC3CCC2C3)cc1 (stereo unspecified)
    i, -57
- O=c1oc2cc(O)ccc2cc1-c1nc2c(s1)CCc1ccccc1-2
    i, 50*
- O=C(NCc1ccccc1)c1ccc(Cl)c(S(=O)(=O)N2CCCC2)c1
    x, -17
- Cc1nc(NCCc2ccccc2)c2nnn(Cc3ccccc3)c2n1
    i, -31
- Cc1nc(NC(=O)c2ccccc2)sc1-c1csc(Nc2ccc(F)cc2)n1
    i, 3
- COC(OC)c1ccnc(-c2ccc(OC(=O)c3ccc(F)cc3)cc2)n1
    i, -13
- COc1cc(NC(=O)c2cc(C(C)C)on2)c(OC)cc1Cl
    i, -51
- Cc1ccc(-c2cnc(-c3ccncc3)o2)cc1
    i, -17
- Cc1cccc(C)c1OCC(=O)N=Nc1c(O)[nH]c2ccc(Br)cc12
    i, -16
- COc1ccc(CN2CCN(Cc3ccc(C)cc3)CC2)c(OC)c1
    i, -33
- Cc1ccc(C)c(N2CCN(C(=O)c3ccc(CS(=O)Cc4cccc(Cl)c4)o3)CC2)c1 (stereo unspecified)
    i, -28
- O=C1CCCC(O)=C1N=Nc1cccc(S(=O)(=O)N2CCOCC2)c1
    i, -16
- NNc1nc(-c2ccccc2)cc(-c2ccccc2O)n1
    i, -27

Carrying on:
Screens in order: CHT PAM, OX1R antagonist
- COc1ccc(NC(=O)c2cccnc2)cc1OCC(C)C
    i, -12
- O=C(N/N=C/c1cccc2ccccc12)c1cc(C2CC2)[nH]n1
    i, 9
- CC1CCC(N(CCCN)Cc2ccco2)CC1C (stereo unspecified)
    i, -15
- N#Cc1c(-c2ccccc2)nc(SCc2ccc(Cl)cc2)[nH]c1=O
    i, -32
- CCOc1ccc(-n2c(SCC(=O)OC)nc3sc4c(c3c2=O)CCN(C)C4)cc1
    i, x
- COc1c(Cl)cc(C(=O)Nc2ccccc2C(=O)O)cc1Cl
    i, 3
- CC(C)COc1cccc(C(=O)NNC(=O)C2COc3ccccc3O2)c1 (stereo unspecified)
    i, -10
- CC(C)c1ccc(OCC(O)Cn2cnc3ccccc32)cc1 (stereo unspecified)
    i, -2
- Cc1no[n+]([O-])c1COc1ccc(/C=C(\C#N)C(N)=O)cc1
    i, -8
- COc1ccc(NC(=O)c2ccc3c(=O)n(-c4ccc(OC)cc4OC)c(=S)[nH]c3c2)c(OC)c1
    i, -1
- COc1ccc(N2CCN(S(=O)(=O)CCNC(=O)/C=C/c3ccc4c(c3)OCO4)CC2)cc1
    i, -7
- O=S1(=O)CCO[C@H]2Cc3ccccc3[C@H]2N1Cc1ccccc1
    i, -11
- COc1ccc(C(=O)NCc2nnc(SCC(=O)Nc3nc4ccccc4s3)o2)cc1OC
    i, -6
- CCC(=O)Nc1nnc(SCCOC)s1
    i, -20
- CCOc1cc(C(=O)Nc2ccon2)cc(OCC)c1OCC
    i, -22

Continuation:
Screens in order: CHT PAM, OX1R antagonist
- Nc1nnc(CC(=O)N/N=C/c2cccc([N+](=O)[O-])c2)s1
    i, -9
- Cc1cccc(NC(=S)NNc2cccc(Cl)c2)c1
    i, 2
- CN(Cc1ccco1)S(=O)(=O)c1csc(C(N)=O)c1
    i, -8
- O=C(NCCN1CCOCC1)C(=O)NCC1OCCN1S(=O)(=O)c1ccc(Br)cc1 (stereo unspecified)
    i, -10
- O=C(c1sc2cc(F)ccc2c1Cl)N1CCN(c2ccccc2)CC1
    i, -25
- Cc1cccc(NC(=O)c2ccccc2[N+](=O)[O-])n1
    i, -4
- COc1ccc(-c2ccc(F)cc2)cc1[C@H]1[C@H]2C=CC[C@@H](C)[C@@H]2C(=O)N1Cc1ccccc1
    i, -17
- O=C(c1ccc(OC2CCN(Cc3ccccn3)CC2)cc1)N1CCCC(O)C1 (stereo unspecified)
    i, -22
- COC(=O)c1ccc(NC(=O)C23CCC(C)(C(=O)O2)C3(C)C)cc1 (stereo unspecified)
    i, -25
- O=C(Cn1cccc1C(=O)c1ccccc1)NCCN1CCCCCC1
    i, -15
- NC(=O)c1ccc(NC(=O)COC(=O)CC2Sc3ccccc3NC2=O)cc1 (stereo unspecified)
    x, 6
- CC(=O)c1cccc(S(=O)(=O)NCCC(=O)Nc2ccc(S(N)(=O)=O)cc2)c1
    i, -3
- COc1ccc(CCNC(=O)c2c(O)c3c([nH]c2=O)CCCC3)cc1
    i, -8
- C=CCc1c(O)nc(SCC(=O)c2ccccc2)[nH]c1=O
    i, -15
- COc1cc(/C=C\C(=O)Nc2cc(=O)n(C)c(=O)n2C)cc(OC)c1OC
    i, -8

The results go on.
Screens in order: CHT PAM, OX1R antagonist
- COc1ccc(C(=O)CN(CCC(=O)O)S(=O)(=O)c2ccc([N+](=O)[O-])cc2)cc1
    i, -10
- CCCCn1c(=O)[nH]c(=O)c2c1nc(-c1cc(Cl)c(OC)c(OC)c1)n2C
    i, -10
- CCCCCOC(=O)C1=C(C)Nc2nnnn2C1c1ccccc1Cl (stereo unspecified)
    i, -13
- Cc1cc(C)nc(N2CCC(C(=O)NCc3cccs3)CC2)n1
    i, -31
- COC(=O)c1[nH]c2ccc(C)cc2c1NC(=O)Nc1ccc(OC)cc1
    i, -11
- CC(C)=CCC(C)(C)/C=N/NC(N)=O
    i, -12
- COc1ccc(CNC(=O)c2cccnc2)cc1
    i, -11
- CC(=O)Nc1c2c(nn1-c1ccccc1)CS(=O)C2 (stereo unspecified)
    i, -8
- N#Cc1ccc(CN2CCN(C(=O)CCNS(=O)(=O)c3ccc(F)c(Cl)c3)CC2)cc1
    x, -15
- CCCCn1c2nc3ccccc3nc2c2c(=O)n(CCC(C)C)cnc21
    i, 4
- COc1ccc(-c2cccc(C(=O)Nc3ccccc3C)c2)cc1
    i, -23
- Cc1cc(C)c2oc(-c3cccc(NC(=O)c4ccc(F)cc4)c3)nc2c1
    i, -23
- CCOC(=O)c1ccc(NC(=O)N2CCN(Cc3cccc(F)c3)CC2)cc1
    i, -5
- CCOC(=O)N1CCN(S(=O)(=O)c2ccc(C(=O)Nc3sc4c(c3C#N)CC(C)(C)NC4(C)C)cc2)CC1
    i, -12
- CCOc1ccc(-c2nnc(NC(=O)c3ccc(OCC(C)C)c(OC)c3)o2)cc1
    i, -32

Next part.
Screens in order: CHT PAM, OX1R antagonist
- CCCC(=O)N1CCN(c2ccc(NC(=O)c3ccc(N4CCCC4)c([N+](=O)[O-])c3)cc2Cl)CC1
    i, -10
- Cc1sc(NC(=O)CSc2nnc(-c3ccccc3)o2)c(C#N)c1C
    i, -25
- Cc1cc(C)n(C(=O)CNC(=O)C2COc3ccccc3O2)n1 (stereo unspecified)
    i, -2
- CN1C(=O)c2ccc(C(=O)NC3CCCCC3)cc2C1=O
    i, -7
- CCN1CCN(C(=O)CSCc2nc(-c3ccc(OC)c(OC)c3)oc2C)CC1
    i, -6
- CN1CCN(C(=S)C(=O)Nc2ccccc2)CC1
    i, -22
- COc1ccccc1-c1noc(-c2ccccc2C(=O)Nc2ccccc2)n1
    i, -22
- Clc1cc(Cl)c(Cl)c(Cl)c1Cl
    x, -22
- Cn1c(CCc2ccccc2)n[nH]c1=S
    i, -11
- CS(=O)(=O)N(Cc1cccc(CN(C(C(=O)O)c2ccccc2)S(C)(=O)=O)c1)C(C(=O)O)c1ccccc1 (stereo unspecified)
    i, -12
- Cc1cc(C)c(S(=O)(=O)Nc2ccncc2)cc1C
    i, 4
- O=C(Nc1ccc(Cc2ccc(NC(=O)C3CC3)cc2)cc1)C1CC1
    i, -12
- S=c1[nH]ccn1Cc1ccccc1
    i, 9
- COc1ccc(NC(C)=O)cc1S(=O)(=O)Nc1ccccc1C(=O)NCCc1ccccc1
    i, -33
- Cc1cccc(S(=O)(=O)NC2CCCCCCC2)c1
    i, -17

Next section
Screens in order: CHT PAM, OX1R antagonist
- O=C(N/N=C/c1c(F)cccc1Cl)C(=O)N1CCCCCC1
    i, -16
- Cc1ccc2nc(SCC(=O)Nc3cccc(F)c3)nc(=O)n2c1
    i, -21
- COc1ccccc1NC(=O)c1cnc2n(c1=O)CCS2
    i, -14
- CC1CCCN(C(=O)Cn2nnc(-c3ccccc3F)n2)C1 (stereo unspecified)
    i, -32
- CC(C)n1c(NCCc2ccccc2)nc2c1c(=O)n(C)c(=O)n2C
    i, 7
- Cc1cc(C)nc(Nc2ccccc2Cl)n1
    i, -4
- Cc1ccc(S(=O)(=O)NC(=O)c2cc(C)n(-c3ccc(N(C)C)cc3)c2C)cc1
    i, -16
- Cc1[nH]n(-c2ccc(Cl)cc2)c(=O)c1/C=N/c1nnc(-c2ccccc2)s1
    i, -1
- CNC(=O)c1sc(Nc2ccc(OCc3ccccc3)cc2)nc1C
    i, -7
- COc1ccc(NC2=C(Cl)C(=O)N(c3ccccc3)C2=O)c(OC)c1
    i, 0
- O=C(O)c1ccc2c(c1)C(=O)N(c1cccc(S(=O)(=O)Nc3cccc(C(F)(F)F)c3)c1)C2=O
    i, -13
- COc1cccc(C(=O)NC(C)c2ccc(-c3ccccc3)cc2)c1OC (stereo unspecified)
    i, 7
- NC(=O)C1(NC(=O)[C@@H]2CC3(CC(c4cccc(NC(=O)c5cc([N+](=O)[O-])cc([N+](=O)[O-])c5)c4)=NO3)CN2C(=O)c2ccccc2)CC1 (stereo partly specified)
    i, 3
- COc1ccc(S(=O)(=O)N2CCN(C(=O)Cc3cccs3)CC2)cc1
    i, -15
- O=C(COc1ccc(Br)cc1)N1CCc2ccccc21
    i, -7

As entered above.
Under OX1R antagonist, CNC(=O)c1sc(Nc2ccc(OCc3ccccc3)cc2)nc1C has -7
Under OX1R antagonist, CC(C)n1c(NCCc2ccccc2)nc2c1c(=O)n(C)c(=O)n2C has 7

(listing goes on)
Screens in order: CHT PAM, OX1R antagonist
- COc1ccc(N(CC2CO2)S(=O)(=O)c2ccccc2)cc1 (stereo unspecified)
    i, -8
- CC(=O)Nc1ccc(SCC(=O)c2c(N)n(Cc3ccccc3)c(=O)n(C)c2=O)cc1
    i, -14
- C=CCNC(=O)COC(=O)C1CCN(S(=O)(=O)c2ccc3c(c2)OCCO3)CC1
    i, 0
- Cc1ccc(NC(=O)C(C)OC(=O)c2ccc(NC(=O)CC#N)cc2)cc1S(=O)(=O)N1CCOCC1 (stereo unspecified)
    i, -7
- Cc1cccc(C(=O)N/N=C/c2coc3ccccc3c2=O)c1
    i, 13
- COc1cc(C(=O)Nc2nnc(SC)s2)c([N+](=O)[O-])cc1OC
    i, -21
- N#CC1=C(N)N(c2ccc(Oc3ccccc3)cc2)C(=O)C1
    i, -9
- Cn1nc(C(C)(C)C)cc1NC(=O)Nc1ccc(Cl)cc1
    i, -11
- COc1ccc(C2CC(c3cccs3)=NN2S(C)(=O)=O)cc1 (stereo unspecified)
    i, -7
- COc1ccc(/C=C/C(=O)c2c(C)nc3ccccn23)cc1
    i, -22
- NS(=O)(=O)c1ccc(CNC(=O)C2CCCN2C(=O)c2cccs2)cc1 (stereo unspecified)
    x, -6
- Cc1ccc(S(=O)(=O)N2CCN(C(=O)C3CC3C)CC2)c(C)c1 (stereo unspecified)
    i, -5
- O=C(c1cc(-c2cccc(Cl)c2)on1)N1CCCC1
    i, 3
- N#CCCCSc1nnc(-c2ccccn2)o1
    i, -11
- Cc1ccc(C2(c3ccccc3)NC(=O)N(CC(=O)NCc3ccco3)C2=O)cc1C (stereo unspecified)
    x, -30

Exported with bars between the fields: 4 of the compounds above
canonical_smiles | CHT PAM | OX1R antagonist
N#CC1=C(N)N(c2ccc(Oc3ccccc3)cc2)C(=O)C1 | i | -9
Cn1nc(C(C)(C)C)cc1NC(=O)Nc1ccc(Cl)cc1 | i | -11
COc1ccc(C2CC(c3cccs3)=NN2S(C)(=O)=O)cc1 (stereo unspecified) | i | -7
COc1ccc(/C=C/C(=O)c2c(C)nc3ccccn23)cc1 | i | -22

(listing goes on)
Screens in order: CHT PAM, OX1R antagonist
- Cc1cc(C)cc(NC(=O)c2nnn(Cc3cc(C)ccc3C)c2N)c1
    i, 80*
- CC1=CCC(C(=O)O)(C(=O)N/N=C/c2cccs2)C(c2ccc(F)cc2)C1 (stereo unspecified)
    i, -5
- Cc1noc(C)c1C(=O)NC(C)C12CC3CC(CC(C3)C1)C2 (stereo unspecified)
    i, -7
- C/C(=N\NC(=O)c1ccc(O)cc1)c1cc2ccccc2o1
    i, -3
- Cc1cccc2c1N1C(=O)c3c(C(=O)O)cccc3C1CC2C (stereo unspecified)
    i, 3
- CCCCC(=O)Nc1sc(C(=O)N(CC)CC)c(C)c1C(=O)OC
    i, -42
- CCOc1cc(/C=C/c2cccc[n+]2C)ccc1O
    6.9*, 0
- Cc1cc(C(=O)Nc2nc(C)c(C(=O)N(C)C)s2)ccc1[N+](=O)[O-]
    i, -14
- O=C(CC1(O)C(=O)Nc2ccccc21)c1ccccc1 (stereo unspecified)
    i, -3
- CCN(CC(=O)Nc1ccccc1C(F)(F)F)C(=O)c1cc2c(s1)CCCCC2
    i, -27
- COC(=O)[C@]1(C)N[C@H](CN(C)S(=O)(=O)c2ccccc2)[C@@H]2C(=O)N(Cc3ccccc3)C(=O)[C@@H]21
    x, -16
- N#Cc1c(SCC(=O)Nc2nc3ccc(Br)cc3s2)sc2c(O)cc(=O)[nH]c12
    i, -6
- COc1ccc(S(=O)(=O)CCc2nnc(NC(=O)c3ccc(F)cc3)s2)cc1
    i, -10
- Cc1noc(C)c1S(=O)(=O)N(CC(=O)N1CCc2ccccc21)c1ccc(C(C)C)cc1
    i, -21
- COc1cccc(NC(=O)CSc2nnc(C)s2)c1
    i, -3
